S3 lipid droplet = qHTS Assay for Lipid Storage Modulators in Drosophila S3 Cells. 320,000 tested, 0.64% active. Potency in µM for hits, for the others lipid storage change, negative = inhibition, % at the top dose, mostly 46.1 µM. Drosophila S3 cells, BODIPY lipid droplet fluorescence, 18-24 h; cells fed with added oleic acid; active = well fitted inhibition curve with a large enough effect in the signal ratio, with a control signal flat, not every such curve was filed as active; inconclusive = small, poorly fitted or top-dose-only effect, or effect the other way, or a change in a side signal; the % refers to the signal ratio
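Laser-scanning cytometry quantifies lipid droplet accumulation (500–530 nm total intensity; droplet/cell object ratio) in oleic acid-fed (400 uM added) Drosophila S3 cells treated with a concentration series. 20 uM Triacsin C defined 100% inhibition.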
S3 lipid droplet cell count max = second read-out of S3 lipid droplet, no call of its own (marks repeat the call); cell number change, %; measured here: cell count max response;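 cells counted by Cell Tracker Red CMTPX staining in the red channel; peak over a dose series mostly up to 46.1 µM; percent activity relative to internal control wells on each plate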
* hit, by the source's call; i = inactive; ? = inconclusive; . = not tested or not shown. % is set by controls: 0 for no effect and ±100 for the full control effect; potency is the fitted concentration of half-maximal effect. Some of the compounds tested; rates above refer to the full screens.

S3 lipid droplet,S3 lipid droplet cell count max,Compound
?,.,C#CCOC(=O)CCCC(=O)NCCCCCCCC
2.8%,-21.5,O=C(Nc1ccccn1)c1cccc(S(=O)(=O)N2CCCc3ccccc32)c1
-1.6%,5.9,Cc1c(CCC(=O)N[C@@H](C)C(=O)O)c(=O)oc2c(C)c3oc4c(c3cc12)CCCC4
?,.,COC(=O)C(CC(C(=O)OC)C(=O)OC)C(=O)OC
?,.,CCc1cccc(C)c1N=Cc1c(O)c2ccccc2oc1=O
10.1%,-19.7,CN(c1ccccc1C(=O)Nc1ccc(S(=O)(=O)N2CCCCC2)cc1)S(C)(=O)=O
i,.,O=C(NCC(c1cccnc1)N1CCN(c2ccccc2)CC1)C1CCCCC1 (stereo not drawn)
13.1%,0.7,C=CCOc1ccc(C=Nc2ccc(C)c(Cl)c2)c(O)c1
i,.,CC(=O)C(C)Oc1ccc2c3c(c(=O)oc2c1)CCCCC3 (stereo not drawn)
-11.6%,6.9,O=C(O)CC(c1ccc(Cl)cc1)n1cccc1 (stereo not drawn)
-3.7%,10.3,CCOC(=O)CSc1nnc(NC(=O)CN2CCCCC2)s1
i,2.2,COc1ccc(OC)c(N(CC(=O)N2CCCC2)S(=O)(=O)c2ccccc2)c1
-7.2%,-10.3,CCOc1ccc(-c2cc(C(=O)NN3CCN(C)CC3)c3cc(Cl)ccc3n2)cc1
?,.,O=C(COC(=O)C1CC(=O)N(Cc2ccco2)C1)c1ccc(OC(=O)c2ccccc2)cc1 (stereo not drawn)
?,.,COc1ccccc1C(=O)NCC(=O)N1CC=C(c2ccccc2)CC1
?,.,O=C(CCN1C(=O)c2ccccc2C1=O)N(CCO)Cc1ccccc1
?,.,CC(=O)Oc1ccc(-c2nc3ccccc3c(=O)o2)cc1
3.6%,12.1,CN(CC(=O)Nc1ccccc1C(F)(F)F)C(=O)CC1OC(=O)c2ccccc21 (stereo not drawn)
?,.,COc1ccc(C(=O)Nc2ccc(OCc3ccccc3)cc2)cc1[N+](=O)[O-]
-20.3%,-16.5,O=C(CCN1C(=O)COc2ccccc21)NCCCN1CCN(c2ccc(F)cc2)CC1

6 records picked at random from the list so far, as already listed:
S3 lipid droplet,S3 lipid droplet cell count max,Compound
2.8%,-21.5,O=C(Nc1ccccn1)c1cccc(S(=O)(=O)N2CCCc3ccccc32)c1
?,.,CC(=O)Oc1ccc(-c2nc3ccccc3c(=O)o2)cc1
?,.,O=C(COC(=O)C1CC(=O)N(Cc2ccco2)C1)c1ccc(OC(=O)c2ccccc2)cc1 (stereo not drawn)
?,.,CCc1cccc(C)c1N=Cc1c(O)c2ccccc2oc1=O
?,.,COc1ccccc1C(=O)NCC(=O)N1CC=C(c2ccccc2)CC1
?,.,C#CCOC(=O)CCCC(=O)NCCCCCCCC

(further entries)
S3 lipid droplet,S3 lipid droplet cell count max,Compound
?,.,Cc1sc2ncnc(N3CCC(C(=O)NNC(=O)c4ccc(F)cc4)CC3)c2c1C
?,.,COc1ccc(-c2[nH]ncc2CN(C)CC2CCCCO2)cc1F (stereo not drawn)
-2.1%,.,COc1cc(NC(=O)c2cc3nc(C4CC4)cc(C(F)(F)F)n3n2)c(OC)cc1Cl
?,.,Cc1onc(-c2ccccc2)c1C(=O)N/N=C/C=C/c1ccccc1
11.6µM*,29.1*,CCCn1nc(C(=O)N2CCN(S(=O)(=O)c3ccc(C)c(C)c3)CC2)c2ccccc2c1=O
?,.,O=[N+]([O-])c1ccccc1S(=O)(=O)Oc1ccc(/C=N/n2cnnc2)cc1
?,.,C#CCOCCOCCOCCNc1nc(N2CCN(C(=O)C(Cc3cc4ccccc4[nH]3)n3cc(C(N)Cc4ccc(O)cc4)nn3)CC2)nc(N2CCN(C(=O)C(CCC(=O)O)n3cc(C(N)C(C)CC)nn3)CC2)n1 (stereo not drawn)
?,.,CCC1SC(CC)C(=O)N(CC(=O)Nc2ccc3c(c2)OCO3)C1=O (stereo not drawn)
-7.0%,14.5,CSc1nc(N)nc(C2CC2)n1
5.8%,-1.5,COC(=O)Cc1ccc(NC(=S)NN2CCOCC2)cc1
?,.,CC(C)[C@H](NC(=O)C1CCN(S(=O)(=O)c2ccccc2)CC1)C(=O)NCc1ccncc1
?,.,O=C(N/N=C/C=C/c1ccccc1[N+](=O)[O-])c1cc(-c2cccnc2)nc2ccccc12
?,.,O=C(NCc1ccccc1)c1cc(=O)c2ccccc2o1
3.8%,1.7,COc1ccc(-n2c(CNC(=O)COc3ccc(Cl)cc3Cl)n[nH]c2=S)cc1
-10.1%,-7.4,COC(=O)c1cccc(-c2ccc(/C=N/N3C(=O)C4C5C=CC(C6CC56)C4C3=O)o2)c1 (stereo not drawn)
?,.,COc1ccc(OCC(=O)O/N=C(\N)c2ccc(OC)c(OC)c2)cc1
?,.,C=CCn1c(C)c(C(C)=O)c(SC)nc1=S
?,.,CN(C)c1cccc(C(=O)NC2CCCCCC2)c1
?,.,CC1(C)CC(=O)C(C2=NC(C)(C)Cc3ccccc32)=C(O)C1
?,.,COc1cc2nc(COc3ccc(C#N)cc3)n(CC#N)c(=O)c2cc1OC
28.7%,0.2,NC(=O)COc1c(-c2ccccc2)oc2ccccc2c1=O
-6.9%,-5.1,O=C(O)CCC(=O)NNC(=O)CCC1CCCCC1
14.4%,-1.5,C/C(=N/N=C1/NC(=O)CC(C(=O)O)S1)c1ccccc1 (stereo not drawn)
?,.,CC1=C(C#N)C(c2ccc(O)cc2)C2=C(CCCC2=O)N1 (stereo not drawn)
?,.,CC1CCCN(S(=O)(=O)c2ccc(C(=O)Nc3nnc(-c4ccccc4Cl)o3)cc2)C1 (stereo not drawn)
?,.,CC(C)N(CC(N)=O)c1ncnc2sc(-c3ccccc3)cc12
?,.,CC(C)CN(C(=O)COC(=O)CSc1ccc(Br)cc1)C1CCS(=O)(=O)C1 (stereo not drawn)
?,.,CSc1ccc(/C=C2/C(=N)N3N=C(CC(=O)N4CCCC4)SC3=NC2=O)cc1
i,-7.5,O=C(NCC1CCCO1)C(=O)N/N=C\c1ccc2c(c1)OCO2 (stereo not drawn)
?,.,Cc1cc(NC(=O)C(C)C)ncc1NC(=O)CCc1ccccc1
4.1%,7.1,COc1ccccc1N(CC(O)Cn1c(C)nc2ccccc21)S(=O)(=O)c1ccccc1 (stereo not drawn)
-3.7%,-5.7,CN1CCN(C(=S)Nc2ccc([N+](=O)[O-])cc2)CC1
?,.,CCCn1c(SCC(=O)Nc2cccc(Cl)c2Cl)n[nH]c1=O
2.5%,.,CCOC(=O)c1cc(-c2ccc(F)cc2)n(CC(=O)NCc2ccccn2)c1C
?,.,COc1ccc(Cl)cc1NC(=O)CN(C)CC(=O)Nc1ccc2c(c1)OCO2
?,.,O=c1[nH]c2ccccc2c2cn(-c3ccccc3)nc12
?,.,O=c1cc(CSc2nnc(-c3ccco3)o2)c2ccccc2[nH]1
?,.,COc1ccc(S(=O)(=O)N(C)c2ccc(C(=O)NCCC(C)C)cc2)cc1
-8.4%,-15.2,COc1ccc(NC(=O)Cn2cc(C(=O)c3ccco3)c3ccccc32)cc1
-4.7%,7.6,C/C(=N\OC(=O)c1ccccc1F)c1nccs1
i,5.9,Cc1ccc(-n2ncc3c(=O)[nH]c(SCC(=O)N4CCC(C)CC4)nc32)cc1C
11.8%,23.0,Cc1csc2c(N3CCN(C(=O)NC(C)(C)C)CC3)ncnc12
8.7%,6.2,CC(C)(CO)CNC(=O)c1ccc(OC2CCN(C(=O)C3CC3)CC2)cc1
-12.2%,-0.4,O=C(O)CC(NC(=O)C(c1ccccc1)c1ccccc1)c1cccc([N+](=O)[O-])c1 (stereo not drawn)
?,.,O=C(CN1C(=O)NC(c2ccccc2)(c2ccccc2)C1=O)Nc1ccc2[nH]c(=O)[nH]c2c1
?,.,COc1ccc(Cn2nc(C(=O)O)c3ccccc3c2=O)cc1F
?,.,O=C(O)C1C2CCC(C2)C1C(=O)NCCC1=CCCCC1 (stereo not drawn)
?,.,CCCOc1ccc(CCC(=O)N/N=C/c2ccc([N+](=O)[O-])o2)cc1
?,.,Cc1nnc(NC(=O)c2cccc(S(=O)(=O)N(C)c3cccc(Cl)c3)c2)s1
14.7%,11.9,CSCCC(NC(=O)/C(=C\c1ccco1)NC(=O)c1ccco1)C(=O)O (stereo not drawn)

Next part:
S3 lipid droplet,S3 lipid droplet cell count max,Compound
?,.,COc1ccccc1CNC(=O)COC(=O)C12CC3CC(CC(O)(C3)C1)C2
?,.,OCc1nc2ccccc2n1/N=C/c1cccs1
?,.,COc1ccc(CCNC(=O)CN2CCN(c3ccccc3Cl)CC2)cc1
18.1%,-4.8,COc1ccc(C(=O)O/N=C(\N)c2ccncc2)cc1OC
?,.,CN(C)Cc1c(C(=O)N/N=C/c2ccc(OCc3c(F)cccc3Cl)cc2)nnn1-c1nonc1N
?,.,Cc1ccccc1C(=O)N1CCC(C(=O)NC2CCCCCC2)CC1
?,.,Cc1cc(C)c(S(=O)(=O)c2ccccc2C)c(Oc2ccccc2)n1
5.7%,12.6,O=C(COC(=O)CCc1nc2ccccc2c(=O)[nH]1)Nc1ccccc1Cl
?,.,Cc1ccc(CNC(=O)c2cccc3c2C(=O)c2ccc(N4CCOCC4)cc2S3(=O)=O)cc1
?,.,COc1ccc(CCN(C)c2ccc(S(=O)(=O)N3CCCC3)cc2[N+](=O)[O-])cc1OC
0.6%,18.9,COc1cccc(CNC(=O)CCC2CCCN(C(=O)CCC(F)(F)F)C2)c1 (stereo not drawn)
i,.,CCn1c(=O)cc(SCC(=O)N2CCOCC2)c2ccccc21
?,.,Cc1ccccc1CNC(=O)Nc1ccc(Cl)cc1
16.8%,3.0,CCN1CCN(C(=O)c2ccccc2N(C)S(=O)(=O)c2ccc(C)cc2)CC1
?,.,COC(=O)N/N=C/c1ccccc1Cl
?,.,COc1cc2c(cc1OC)CN(S(C)(=O)=O)CC2
?,.,Cc1ccc2c(c1)CCCN2CC(=O)N(C)c1c(N)n(Cc2ccccc2)c(=O)[nH]c1=O
6.7%,10.5,O=C(NC1(N2CCOCC2)CC1)c1ccc(Cl)cc1
?,.,O=C(CCn1c(=S)[nH]c2cc3c(cc2c1=O)OCO3)NCc1ccc(Cl)cc1
?,.,CCC(C)Sc1nnc(-c2c[nH]c3ccccc23)n1CCOC (stereo not drawn)
?,.,O=C(NCCCN1CCOCC1)c1cccc(S(=O)(=O)Nc2cc(Cl)ccc2Cl)c1
?,.,Cc1cc(C)n(CC(=O)N/N=C/c2cccc([N+](=O)[O-])c2)n1
?,.,Cc1cc(C(=O)NC2CC(C)(C)Cc3c2cnn3-c2ccccc2)n(C)n1 (stereo not drawn)
?,.,CC1CCN(C(=O)c2ccc(S(=O)(=O)N(C)C)cc2)C(C)C1 (stereo not drawn)
?,.,O=C1OC(Cc2ccccn2)C(O)=C1C1=NCCCCN1 (stereo not drawn)
?,.,CCN(CC)CCNC(=O)c1cc(-c2cccnc2)nc2ccc(S(=O)(=O)N3CCC(C)CC3)cc12
5.1%,-3.2,S=C(Nc1cccc(Cl)c1Cl)Nn1cnnc1
?,.,CCOc1ccccc1NC(=O)c1cc(=O)c2ccccc2o1
?,.,CCOc1ccc(C(=O)N/N=C/c2cccc3cccnc23)cc1
19.4%,-1.6,CC1CCN(S(=O)C23CC4CC(CC(C4)C2)C3)CC1 (stereo not drawn)
5.9%,8.9,Cc1ccc(S(=O)(=O)NC2CCCCC2)c2nsnc12
?,.,FC(F)(F)c1ccccc1NC(=S)N1CCN(Cc2ccc3c(c2)OCO3)CC1
-8.4%,-16.9,COc1cc(C(=O)Nc2scc(-c3ccc(Br)cc3)c2C(=O)O)cc(OC)c1OC
4.6%,-10.6,O=C(CC1NCCNC1=O)Nc1ccc2c(c1)OCO2 (stereo not drawn)
?,.,O=C(CNC(=O)c1ccc(Br)cc1)N=Nc1c(O)[nH]c2ccc([N+](=O)[O-])cc12
?,.,O=C(Nc1ccc(F)cc1)c1ccc(-n2ccnc2)nc1
?,.,O=C(OCC(O)COc1ccccc1)c1ccc([N+](=O)[O-])cc1 (stereo not drawn)
?,.,N#C/C(=C(/O)CN1CCN(c2ccccc2F)CC1)c1nc(-c2ccc(Cl)cc2)cs1
?,.,Cc1[nH]c(=O)[nH]c(=O)c1S(=O)(=O)N1CCCc2ccccc21
?,.,Cc1sc2nc(C(C)C)nc(SCC(=O)N3CCN(C(=O)c4ccco4)CC3)c2c1C
?,.,CC1CCC(C(C)C)C(OC(=O)CSc2nccc(=O)[nH]2)C1 (stereo not drawn)
26.8%,6.3,CCN1C(=O)[C@@H]2[C@H](C1=O)[C@@H]1C(=O)Nc3ccccc3C(=O)N1[C@@H]2c1cccc(Cl)c1
i,.,COc1cc(NC(=O)Cn2c(=O)n(CC3CCCO3)c(=O)c3ccccc32)cc(OC)c1 (stereo not drawn)

Compound profiles (already shown). Values in the order: S3 lipid droplet	S3 lipid droplet cell count max
CCN1C(=O)[C@@H]2[C@H](C1=O)[C@@H]1C(=O)Nc3ccccc3C(=O)N1[C@@H]2c1cccc(Cl)c1 in the list: 26.8%	6.3
O=C(CC1NCCNC1=O)Nc1ccc2c(c1)OCO2 (stereo not drawn) in the list: 4.6%	-10.6

Part of the list above in order of SMILES length, largest number first.
S3 lipid droplet,S3 lipid droplet cell count max,Compound
?,.,O=C(CNC(=O)c1ccc(Br)cc1)N=Nc1c(O)[nH]c2ccc([N+](=O)[O-])cc12
?,.,Cc1sc2nc(C(C)C)nc(SCC(=O)N3CCN(C(=O)c4ccco4)CC3)c2c1C
?,.,CC1CCC(C(C)C)C(OC(=O)CSc2nccc(=O)[nH]2)C1 (stereo not drawn)
4.6%,-10.6,O=C(CC1NCCNC1=O)Nc1ccc2c(c1)OCO2 (stereo not drawn)
